High-throughput results deposited in PubChem BioAssay by several laboratories.
STEP inh = inhibitors of human striatal-enriched phosphatase STEP | AID 588621 | recombinant STEP, OMFP fluorogenic substrate, fluorescence | inhibition, % at 20 µM | P54829 | 0.25% of 360,000 active;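 active means inhibition at 20 µM, scaled per plate between control wells, above about 37%, limit read from the data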;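 further: 0% = DMSO with enzyme and substrate and 100% = substrate only without enzyme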
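Assay system: isolated STEP enzyme / Timing: 20 min at room temperature, dark / Doses: 20 µM, 1% DMSO / Technique: fluorescence intensity, excitation 480 nm, emission 540 nm / Reagent: fluorogenic phosphatase substrate OMFP at 25 µM final / Measure: percent inhibition scaled to no-enzyme and uninhibited-enzyme controls, plate-pattern corrected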
MsrA act = activators of bovine methionine sulfoxide reductase A; purified bovine MsrA, absorbance read-out; activation, % at 10.6 µM; 0.3% of 360,000 active; in the data active means activation above about 7.5%;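 further: 0% = vehicle and 100% = reference activator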
Scp1 inh = inhibitors of human Scp-1 phosphatase. Recombinant Scp1, phosphopeptide, malachite green phosphate absorbance. inhibition, % at 20 µM. 0.88% of 340,000 active;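 active means inhibition above about 50% at 20 µM, limit read from the data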;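 further: plate controls were DMSO wells with enzyme for no effect and wells lacking enzyme for full effect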
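System: SCP-1 catalytic domain; Reagent: Phospho 17-mer peptide substrate; Doses: one concentration, 20 µM, with 1.0% DMSO; Incubation: 45 min room-temperature reaction, 5 min colour, 30 min stabiliser; Signal: Phosphate-binding colour reagent, absorbance read at 630 nm.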
CendR NRP1 mod = alters CendR peptide binding to human NRP-1 | O14786 | FAM-RPARPAR peptide binding to NRP-1, fluorescence polarization | inhibition, % at 25 µM | 0.85% of 360,000 active | AID 602438;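 active means inhibition or corrected inhibition above about 18%, plus a signal ratio from 0.5 to 1.5, limit read from the data, passing the limit was not always enough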; further: strong numbers were not always called active
eLon inh = E. coli protease La inhibition. P0A9M0. purified E. coli Lon protease, fluorescence polarization. inhibition, % at 7.94 µM. 0.42% of 360,000 active. AID 602123; in the data active means inhibition above about 13%, passing the limit was not always enough;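 further: 0% = enzyme with probe and DMSO and 100% = no enzyme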
Target sequence (P0A9M0 whole entry, looked up): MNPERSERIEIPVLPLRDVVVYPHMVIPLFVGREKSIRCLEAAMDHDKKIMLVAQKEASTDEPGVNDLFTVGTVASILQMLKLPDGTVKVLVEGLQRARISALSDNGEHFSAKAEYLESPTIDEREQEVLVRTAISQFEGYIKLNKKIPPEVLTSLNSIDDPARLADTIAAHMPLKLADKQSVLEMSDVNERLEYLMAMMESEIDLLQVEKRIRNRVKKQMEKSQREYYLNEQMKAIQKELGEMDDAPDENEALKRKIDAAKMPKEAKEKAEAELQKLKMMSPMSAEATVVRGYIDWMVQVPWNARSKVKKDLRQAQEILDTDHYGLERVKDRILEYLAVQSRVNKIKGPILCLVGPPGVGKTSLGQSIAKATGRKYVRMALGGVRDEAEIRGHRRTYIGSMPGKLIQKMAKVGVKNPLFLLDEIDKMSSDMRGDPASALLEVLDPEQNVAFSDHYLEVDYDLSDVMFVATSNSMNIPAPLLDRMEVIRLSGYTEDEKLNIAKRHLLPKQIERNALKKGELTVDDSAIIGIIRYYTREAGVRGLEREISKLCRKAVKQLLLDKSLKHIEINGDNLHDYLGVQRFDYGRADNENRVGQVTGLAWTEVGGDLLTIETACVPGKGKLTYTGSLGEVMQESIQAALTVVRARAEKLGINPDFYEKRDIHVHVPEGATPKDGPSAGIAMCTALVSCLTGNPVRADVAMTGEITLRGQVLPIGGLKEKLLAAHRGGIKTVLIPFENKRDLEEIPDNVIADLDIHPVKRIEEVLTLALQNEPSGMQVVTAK
MsrA inhibitor = bovine MsrA inhibition; 0.75% of 360,000 active; purified bovine MsrA, absorbance read-out; inhibition, % at 15.5 µM; AID 651718; in the data active means inhibition above about 4.5%;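 further: 0% = vehicle wells with enzyme and 100% = reference inhibitor wells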
SUMO1 PPI mod = alters human SUMO1 binding to SIM partners; 0.33% of 360,000 active; inhibition, % at 20 µM; SUMO1 binding to a labelled peptide, TR-FRET, 1 h; in the data active means inhibition above about 37%
Target sequence (P63165 whole entry, looked up): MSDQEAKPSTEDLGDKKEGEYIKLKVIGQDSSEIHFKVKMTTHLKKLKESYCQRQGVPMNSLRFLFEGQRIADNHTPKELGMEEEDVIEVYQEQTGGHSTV
Tb MetRS inh = blocks T. brucei methionyl-tRNA synthetase activity; purified T. brucei MetRS, ATP depletion, Kinase-Glo luminescence; 0.4% of 360,000 active; inhibition, % at 11.9 µM; AID 624268;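 active means inhibition above a per-plate cutoff of the control wells' mean inhibition plus 3 SD, cut at about 5.5% in these data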;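 further: 0% = DMSO wells median and 100% = median of wells with control inhibitor compound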
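System: purified T. brucei MetRS enzyme / Detection: Kinase-Glo luciferase luminescence reporting remaining unconsumed ATP / Medium: HEPES buffer with MgCl2, KCl, DTT, spermine, BSA, pyrophosphatase / Replication: singlicate, one well per compound / Evaluation: percent inhibition relative to median high and low control wells / Schedule: 2 h aminoacylation at 25 °C after 15 min preincubation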
DNMT1 block = blocks human DNA methyltransferase DNMT1; P26358; DNMT1 molecular beacon, Hinp1I cleavage, fluorescence; inhibition (reported as % activation of signal), % at 10 µM; 0.83% of 360,000 active; in the data active means inhibition above about 50%
LMPTP inh = LMPTP (human) inhibition. P24666. recombinant LMPTP-A, OMFP fluorogenic substrate, fluorescence intensity. inhibition, % at 20 µM. 0.22% of 360,000 active. AID 651560;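 active means compounds that cut the enzyme signal by at least half of the control window in the single-dose screen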;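 further: plate controls were DMSO wells with enzyme plus substrate for no effect and substrate without enzyme for full effect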
Target sequence (P24666 whole entry, looked up): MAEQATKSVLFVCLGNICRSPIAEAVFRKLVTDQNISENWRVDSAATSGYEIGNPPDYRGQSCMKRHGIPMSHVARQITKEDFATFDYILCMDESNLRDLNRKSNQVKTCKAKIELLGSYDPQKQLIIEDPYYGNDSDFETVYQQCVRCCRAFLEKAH
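material = LMPTP-A | quantity = 0.625 nM enzyme | reagent = OMFP substrate, 400 µM final | buffer or medium = Bis-Tris pH 6.0, DTT, detergent | detection = endpoint fluorescence intensity from OMFP dephosphorylation | dosing = single 20 µM dose | read-out basis = % inhibition relative to no-enzyme and uninhibited control wells | control set = no-enzyme and uninhibited controls | timing = 50 min at room temperature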
Numbers without * were called inactive; / = not tested or not shown.

SMILES	STEP inh	MsrA act	Scp1 inh	CendR NRP1 mod	eLon inh	MsrA inhibitor	SUMO1 PPI mod	Tb MetRS inh	DNMT1 block	LMPTP inh
COc1ccc(-c2nnc(NC(=O)C3=COCCO3)o2)cc1	0	-4	-5	-3	2	0.1	-2	-0.4	0	-1.6
CCSc1nnc(NC(=O)Cc2cccc(OC)c2)s1	-2	-3	-2	1	0	1.6	1	-0.5	-2	-0.5
O=P(O)(O)COc1ccccc1P(=O)(c1ccccc1)c1ccccc1	3	-3	-2	-7	5	-0.7	-3	0.5	5	-4.2
O=C(N1CCCC1)C12CC3CCC(CC(C3)C1)C2	0	-5	-10	-2	-9	1.4	1	0.4	0	-0.3
C=CCN1C(=O)c2ccc(C(=O)N3CCN(S(=O)(=O)c4cccc(F)c4)CC3)cc2C1=O	-2	-3	-2	4	-4	-0.1	-16	-0.4	-1	-0.8
COc1cccc(NC(=O)c2ccc3c(c2)CCCC3)c1	1	-4	-9	2	4	0.1	2	-0.6	3	2.2
COC(=O)CN(c1cc(C(F)(F)F)ccc1Cl)S(C)(=O)=O	0	0	-5	-5	-1	-2.0	1	-0.5	-1	-0.3
O=C(COc1cccnc1[N+](=O)[O-])c1ccc(Cl)s1	-2	-2	-1	-24	1	1.0	-6	-0.1	39	6.7
COc1ccc(C(=O)O/N=C(\N)Cc2ccc([N+](=O)[O-])cc2)c(OC)c1	0	-4	-4	1	10	-0.4	-26	-0.4	-3	-1.0
CCOc1ccc(CN2CCN(CCCc3ccccc3)CC2CCO)cc1 (stereo not drawn)	1	-8	26	3	3	0.9	2	-1.1	4	-2.6
Cc1ccc(CCNC(=O)C2CCN(S(=O)(=O)c3cccc4nonc34)CC2)cc1	-6	-17	7	-1	0	-0.6	-10	-0.2	9	-0.7
N#Cc1ccccc1NC(=O)CN1C(=O)NC(Cc2c[nH]c3ccccc23)C1=O (stereo not drawn)	-4	8.0*	-7	-12	-6	-1.2	-13	-0.1	-4	-0.3
O=C(Nc1ccc(N2CCOCC2)cc1)c1cc(-n2cnnc2)ccc1Cl	0	-2	-13	26*	-17	-1.9	6	-0.3	-3	-0.5
Cc1ccc(S(=O)(=O)N2CCOCC2)cc1NCC(=O)Nc1ccc(OC(F)(F)F)cc1	-4	-2	-8	20*	-14	-0.4	2	0.1	12	-4.5
[O-]/[N+](=C\c1ccc(F)cc1)c1ccccc1	1	0	1	6	-2	0.0	-3	-0.6	-6	0.4
O=C(CNC(=O)c1cccnc1)N/N=C/c1ccc(O)cc1O	-6	-14	-15	-12	-1	3.4	0	-0.6	-2	0.8
CC1=C(C(=O)OCC2CCCO2)C(c2ccccc2)NC(=O)N1 (stereo not drawn)	-3	-4	-5	28*	4	-0.4	1	-0.9	1	1.1
CN1CCCC(OC(=O)c2ccc(S(=O)(=O)N(C)C)cc2)C1 (stereo not drawn)	0	-2	-7	-2	1	-0.2	1	0.5	-2	-2.1
CC(C)(C)C(=O)OCOC(=O)[C@@H]1N2C(=O)[C@@H](N=CN3CCCCCC3)[C@H]2SC1(C)C	-2	0	42	-4	3	-1.1	-3	0.3	1	-1.5
O=C(Nc1ccccc1)Nc1nnc([C@@H]2C[C@H](O)[C@@H](CO)O2)s1	2	-1	/	5	-17	0.9	5	2.2	4	-1.8

The last 2 records of the section before come first, to join the parts:
SMILES	STEP inh	MsrA act	Scp1 inh	CendR NRP1 mod	eLon inh	MsrA inhibitor	SUMO1 PPI mod	Tb MetRS inh	DNMT1 block	LMPTP inh
CC(C)(C)C(=O)OCOC(=O)[C@@H]1N2C(=O)[C@@H](N=CN3CCCCCC3)[C@H]2SC1(C)C	-2	0	42	-4	3	-1.1	-3	0.3	1	-1.5
O=C(Nc1ccccc1)Nc1nnc([C@@H]2C[C@H](O)[C@@H](CO)O2)s1	2	-1	/	5	-17	0.9	5	2.2	4	-1.8
CC1CCN(S(=O)(=O)c2ccc(Cl)cc2Br)CC1	1	-4	3	-7	0	8.8*	1	-0.9	1	1.7
CCCn1c2ccccc2c2cnn(CC(=O)NCCN(CC)CC)c(=O)c21	-6	-11	3	4	-14	0.2	2	-1.6	-16	-2.0
O=C(CSCc1ccccc1)Nc1ccc2c(c1)C(=O)NC2=O	10	-2	-7	9	0	0.0	-7	0.2	2	-20
CN1CCN(c2ccc(C(F)(F)F)cc2NC(=O)Nc2ccccc2)CC1	5	0	-14	5	-3	-0.9	1	-0.2	-3	0.8
Cc1ccc(C(=O)Nc2ncc(C)s2)o1	-1	-2	2	-6	1	2.3	2	-2.2	1	0.0
CCOC(=O)c1sc(NC(=O)CSc2n[nH]c(CC)n2)nc1C	2	-2	-10	3	1	0.0	-2	0.1	-1	-2.8
CCCCSc1cnn(-c2ccccc2)c(=O)c1SCCCC	8	-10	-3	0	-3	0.5	-9	-1.1	4	3.3
CC1(C)OC(=O)C(=Cc2ccc[nH]2)C(=O)O1	1	0	-4	-6	-18	0.3	-20	0.4	1	-0.4
O=C1CCC[C@@H]2C[C@@]3(C[C@@H]4CCN1[C@H]24)Nc1cc([N+](=O)[O-])ccc1NC3=NC1CCCCC1	1	-5	-4	-48	-7	1.9	-45	-0.3	-5	2.3
O=C(NC1CCCCC1)C(c1cccnc1)N(C(=O)CCl)c1ccccc1Cl (stereo not drawn)	-2	-2	-6	0	0	-0.5	-4	0.5	1	-0.9
O=C(NCc1nnc(SCC(=O)N2CCC(Cc3ccccc3)CC2)o1)c1ccco1	4	-4	-17	7	-8	-2.3	1	-0.2	2	-0.4
O=C(NN=Cc1ccccc1C(=O)O)c1ccc(NS(=O)(=O)c2cccs2)cc1	0	-4	-4	-3	-6	4.5	1	-0.3	3	-0.8
O=C(Nc1cccc([N+](=O)[O-])c1)Nc1ccc(Cl)cn1	5	-3	-5	-19	-1	0.2	-1	0.0	39	1.1
O=C(C1CCCN(c2ncccn2)C1)N1CCc2ccccc21 (stereo not drawn)	-4	-6	1	1	-12	-1.1	1	-0.7	2	-2.1
COCCNc1nnc(SCC(=O)NC2CCCCC2)s1	2	-4	0	8	5	-1.3	-2	-0.4	1	-1.2
O=S1(=O)c2c(F)cccc2OC(COc2ccccc2)CN1CCc1ccc(F)cc1 (stereo not drawn)	2	-5	-28	0	-11	-0.1	1	0.2	0	2.7
COc1ccc(CC(=O)N2CCN=C2SC)cc1	0	-1	-4	-6	-5	-0.1	3	-0.6	6	-0.5
CCCN(CCC)CCCNC(=O)c1ccc2c(Cl)c3c(nc2c1)CCC3	0	-3	-9	9	0	-0.2	-9	-0.8	4	0.1
NS(=O)(=O)c1ccc(CNC(=O)C2(c3ccc(Cl)cc3)CC2)cc1	0	-5	-9	7	-5	1.2	4	-0.7	0	-0.5
CCc1[nH]nc(C(=O)N2CCCC(Nc3ccc(C(C)C)cc3)C2)c1C (stereo not drawn)	1	-1	-2	7	-3	0.4	-1	-0.1	0	0.4

Entries listed above printed as active in MsrA inhibitor:
SMILES	STEP inh	MsrA act	Scp1 inh	CendR NRP1 mod	eLon inh	MsrA inhibitor	SUMO1 PPI mod	Tb MetRS inh	DNMT1 block	LMPTP inh
CC1CCN(S(=O)(=O)c2ccc(Cl)cc2Br)CC1	1	-4	3	-7	0	8.8*	1	-0.9	1	1.7

Filtered by structure: the compounds so far with a CF3 group
SMILES	STEP inh	MsrA act	Scp1 inh	CendR NRP1 mod	eLon inh	MsrA inhibitor	SUMO1 PPI mod	Tb MetRS inh	DNMT1 block	LMPTP inh
COC(=O)CN(c1cc(C(F)(F)F)ccc1Cl)S(C)(=O)=O	0	0	-5	-5	-1	-2.0	1	-0.5	-1	-0.3
Cc1ccc(S(=O)(=O)N2CCOCC2)cc1NCC(=O)Nc1ccc(OC(F)(F)F)cc1	-4	-2	-8	20*	-14	-0.4	2	0.1	12	-4.5
CN1CCN(c2ccc(C(F)(F)F)cc2NC(=O)Nc2ccccc2)CC1	5	0	-14	5	-3	-0.9	1	-0.2	-3	0.8

Shown with values ahead of the structure: part of the list above
STEP inh,MsrA act,Scp1 inh,CendR NRP1 mod,eLon inh,MsrA inhibitor,SUMO1 PPI mod,Tb MetRS inh,DNMT1 block,LMPTP inh,canonical_smiles
2,-1,/,5,-17,0.9,5,2.2,4,-1.8,O=C(Nc1ccccc1)Nc1nnc([C@@H]2C[C@H](O)[C@@H](CO)O2)s1
1,-4,3,-7,0,8.8*,1,-0.9,1,1.7,CC1CCN(S(=O)(=O)c2ccc(Cl)cc2Br)CC1
-6,-11,3,4,-14,0.2,2,-1.6,-16,-2.0,CCCn1c2ccccc2c2cnn(CC(=O)NCCN(CC)CC)c(=O)c21

Additional entries
SMILES	STEP inh	MsrA act	Scp1 inh	CendR NRP1 mod	eLon inh	MsrA inhibitor	SUMO1 PPI mod	Tb MetRS inh	DNMT1 block	LMPTP inh
Cc1cccn2c(CNCCSc3nccn3C)c(C(=O)N3CCCCC3)nc12	2	1	-11	4	-8	-1.5	-1	0.1	0	-2.8
CC(C)Oc1ccc(CCc2n[nH]c(=S)n2Cc2ccccc2)cc1	3	1	-5	15	-3	-0.2	1	-0.5	1	-0.9
Cc1cc(C)cc(C(=O)NC(CC(N)=O)c2ccc(N3CCC(Cc4ccccc4)CC3)c([N+](=O)[O-])c2)c1 (stereo not drawn)	-1	-1	-4	-8	7	-0.5	2	-0.3	-8	3.1
Cc1cccc(C)c1NC(=O)C1(C)CN(S(C)(=O)=O)CC(=O)N1CCCn1ccnc1 (stereo not drawn)	/	/	/	1	/	-0.5	-1	-0.5	/	-1.5
O=C(COC(=O)c1cnccn1)Nc1ccccc1-c1ccccc1	1	-1	-8	8	4	0.3	4	-0.4	2	-1.6
O=S(=O)(c1ccc(Cl)cc1)N1CCCN(c2ccc(C(F)(F)F)cn2)CC1	0	1	-5	7	-6	1.1	4	-0.2	7	2.4
N#CCCn1cnc2c(=S)nc[nH]c21	-4	0	-3	-9	-4	2.3	0	-0.6	4	-0.4
Cc1nc2nc(Cc3ccccc3)nn2c(C)c1Cl	0	-4	0	-16	1	0.5	0	-0.3	0	-2.4
N#Cc1ccc(COC(=O)c2cnc(Cl)c(Cl)c2)cc1	0	-4	-3	25*	-6	-1.1	3	-0.4	2	-0.6
Cc1c(NC2(c3nnnn3-c3ccc(Br)cc3)CCCCC2)c(=O)n(-c2ccccc2)n1C	-2	-12	8	3	-6	0.2	-1	-0.5	2	-0.7
NC(=O)C1=C[C@H](c2ccc(C(F)(F)F)cc2)C[C@H](OCCCCO)O1	0	-3	-5	11	-10	-0.1	-1	-0.4	-10	-1.3
Cc1ccc(N(C)C(=O)CC(C)S(=O)(=O)c2ccc3c(c2)NC(=O)CO3)cc1 (stereo not drawn)	0	-5	1	-6	1	0.0	9	-0.5	1	-2.7
O=C(Nc1ccccc1)N1CCN(c2ncccn2)CC1	0	-2	1	-1	-5	-0.3	-1	-0.3	6	-0.8
COc1ccc(C(=O)Nc2ccc3c(c2)nc(CCNC(=O)c2ccco2)n3C)cc1	3	-4	-4	20	-10	0.1	0	0.3	0	2.0
